# Screening results as filed in PubChem BioAssay.
# mouse EphA4 binding = inhibitors of EphA4 binding to KYL peptide, primary screen, biochemical, colorimetric, mouse EphA4 (AID 689); Ephrin type-A receptor 4 (Mus musculus); EphA4-AP binding to KYL peptide, pNPP A405; higher % means a stronger effect; inhibition, % at 10 µM; hits with a dose series show IC50 in µM; actives 0.1% (n = 62,000); in the data active = a potency from the dose series; inactive = the rest, 99 in 100 with inhibition below about 22%
# * = called active by the depositor; & = joins results of further samples. Some of the compounds tested; count on the stated rates, not on these rows.
SMILES,mouse EphA4 binding
CCOc1ccc(C(=O)NCC(=O)OC(C)C(=O)NCc2ccco2)cc1OCC (stereo not given),7%
N=c1c(C(=O)NCc2ccccc2)cc2c(=O)n3ccccc3nc2n1Cc1ccco1,-2%
Cc1ccc(-n2ncc3c(=O)n(CC(=O)N4CCCCCC4)cnc32)cc1,-14%
Cc1cc(NS(=O)(=O)c2ccc(Nc3nc(-c4sc(C)nc4C)cs3)cc2)no1,-14%
CC(C)(O)/C=C1/Oc2ccccc2C1N1CCCCC1 (stereo not given),-10%
O=C1S/C(=C\c2cccs2)C(=O)N1c1ccccc1,-6%
CC(C)(C)c1nnc2sc(SCC(=O)c3cccs3)nn2c1=O,-12%
CCOc1cc(C(=O)Nc2ccc(O)c(-c3nc4ccccc4s3)c2)cc(OCC)c1OCC,-12%
COc1cc(OC)cc(C(=O)Nn2cc(C(=O)N3CCN(C)CC3)c3ccccc3c2=O)c1,-9%
Cc1cc(C(=O)NCc2cccs2)n(-c2ccccc2)n1,-10%
CCC(CC)C(=O)N1c2ccc(F)cc2CCC1C (stereo not given),-6%
COc1ccc(C2=NOC(C(=O)N3CCN(c4ccccc4OC)CC3)C2)cc1 (stereo not given),-5%

# An excerpt taken from the entries so far, as a working copy:
SMILES,mouse EphA4 binding
CCOc1ccc(C(=O)NCC(=O)OC(C)C(=O)NCc2ccco2)cc1OCC (stereo not given),7%
N=c1c(C(=O)NCc2ccccc2)cc2c(=O)n3ccccc3nc2n1Cc1ccco1,-2%
Cc1ccc(-n2ncc3c(=O)n(CC(=O)N4CCCCCC4)cnc32)cc1,-14%
Cc1cc(NS(=O)(=O)c2ccc(Nc3nc(-c4sc(C)nc4C)cs3)cc2)no1,-14%
CC(C)(O)/C=C1/Oc2ccccc2C1N1CCCCC1 (stereo not given),-10%
O=C1S/C(=C\c2cccs2)C(=O)N1c1ccccc1,-6%

# (further entries)
SMILES,mouse EphA4 binding
Cc1nc2nc(C)c(CCC(=O)N3CCN(c4ccccn4)CC3)c(C)n2n1,-12%
CCOc1ccc(N=Nc2c(=O)[nH]n3c(=O)cc(C)[nH]c23)cc1,-10%
CCCN(CCC)CCCNC(=O)CC1Nc2ccccc2NC1=O (stereo not given),-12%
CC(C)CC(=O)Nc1nnn(C)n1,-35%
COc1ccccc1N/C(N)=N/c1nc(CSc2ccc(C)cc2)cc(=O)[nH]1,-13%
CCOc1ccc(NC(=O)C2=C(C)NC(=O)NC2c2ccc(O)c(OC)c2)cc1 (stereo not given),3%
COC(C)(C)CNS(=O)(=O)c1ccc(C)cc1,5%
O=C(NCCS(=O)CCNC(=O)C(F)(F)F)C(F)(F)F,-9%
O=C1CC(c2ccc(S(=O)(=O)NCc3ccncc3)cc2)CN1 (stereo not given),-3%
O=C(NCC(c1cccnc1)N1CCN(c2ccccc2F)CC1)C1CCCCC1 (stereo not given),2%
O=C(c1cccc(I)c1)N1CCN(c2ccccn2)CC1,-7%
CN1C(=O)C(=Cc2ccc(-c3cc([N+](=O)[O-])ccc3O)o2)C(=O)N(C)C1=O,19%
C=CCOc1c(Cl)cc(CNc2ccc(N(C)C)cc2)cc1OC,-2%
COc1cc(CNC2CCCCCC2)cc(OC)c1O,-11%
Cc1ccc(C(=O)N/C(=C/c2ccc(-c3ccc(Cl)cc3)o2)C(=O)NC(C)C)cc1,-18%
O=C(O)c1ccc(S(=O)(=O)c2ccc3c(c2)C(=O)N(c2ccc(O)c(C(=O)O)c2)C3=O)cc1,2%
CCOc1ccc2[nH]c(=O)c(CN(CCN3CCOCC3)Cc3nnnn3C(C)(C)CC)cc2c1,-14%
CC(=O)O/N=C1\Sc2ccccc2C1=O,-1%
C/C(CC(=O)Nc1ccccc1[N+](=O)[O-])=N\NC(=O)COc1ccccc1C,-31%
C/C(CC1(O)/C(=N/O)CCc2nonc21)=N\O (stereo not given),-16%
FC(F)(F)c1cccc(Oc2nc(-c3ccccc3)nnc2C(F)(F)F)c1,4%
CS(=O)(=O)N(CC(=O)N1CCN(c2ccccc2F)CC1)C1CCCCC1,4%
Cc1cc([N+](=O)[O-])ccc1-c1ccc(C(=O)Nc2cc(Cl)cc(Cl)c2)o1,-3%
c1ccc2nc3[nH]cnc3nc2c1,-2%
Cc1nn(-c2ccccc2)c(Cl)c1C1C(C#N)=C(N)OC2=C1C(=O)CCC2 (stereo not given),5%
O=C(NC1CCCCC1)C1c2ccccc2C(=O)N1Cc1ccco1 (stereo not given),14%
Cc1ccc(C(C#N)c2ccc(C(=O)c3ccc(F)cc3)cc2)cc1 (stereo not given),-4%
Cc1nc2cc(-c3ccccc3)nn2c(C)c1CCC(=O)NCc1ccco1,6%
CCCN1C(=O)/C(=C/c2cc(C)n(C)c2C)SC1=Nc1ccc(OCC)cc1,-4%
CC(N=c1ccccn1C(=O)Nc1ccc(Cl)cc1)c1ccco1 (stereo not given),7%
CCOC(=O)c1c(C)oc2cc(Br)c(OCC)cc12,-5%
Cc1ccc(C(=O)Nc2ccc(Cl)cn2)cc1[N+](=O)[O-],-18%
O=C(CCN1C(=O)S/C(=C\c2ccccc2)C1=O)Nc1ccccc1,-1%
Cc1cc(C(=O)NN=C2C3CC4CC(C3)CC2C4)c2ccccc2n1,-13%
CCCCNC(=O)c1ccc2c(c1)N(CC)C(=O)CS2,4%
CCOc1ccc(C(=O)N2CCCC2C(=O)O)cc1 (stereo not given),0%

# Five entries from above, arranged by their value in mouse EphA4 binding, high to low:
SMILES,mouse EphA4 binding
O=C(NC1CCCCC1)C1c2ccccc2C(=O)N1Cc1ccco1 (stereo not given),14%
Cc1nn(-c2ccccc2)c(Cl)c1C1C(C#N)=C(N)OC2=C1C(=O)CCC2 (stereo not given),5%
CCCCNC(=O)c1ccc2c(c1)N(CC)C(=O)CS2,4%
CCOC(=O)c1c(C)oc2cc(Br)c(OCC)cc12,-5%
Cc1ccc(C(=O)Nc2ccc(Cl)cn2)cc1[N+](=O)[O-],-18%

# Continuation:
SMILES,mouse EphA4 binding
COCCCN1Cc2cccc(C(=O)O)c2C1=O,-19%
CO/N=C/C(=N\Nc1ccc(C)cc1)C(=O)c1ccc(OC)cc1,5%
Cc1ccc2cccc(NC(=S)NC(=O)c3ccccc3)c2n1,-6%
COc1ccccc1OCC(=O)NCCNC(=O)COc1ccccc1OC,-17%
CCOc1ccc2c(=O)c(Oc3ccc(OC)cc3)c(C(F)(F)F)oc2c1,-9%
CCOC(=O)c1ccccc1NC(=O)CSc1nnc(Cc2cccn2C)n1-c1ccc(C)cc1,-8%
Cn1nc(C(F)(F)F)c(/C=N/OCc2c(Cl)cccc2Cl)c1Cl,-10%
CCS(=O)(=O)N1CCC(C(=O)NCCCOC)CC1,0%
CC(C)NC(=O)c1ccccc1S(=O)c1ccccc1C#N (stereo not given),-7%
COc1cc(NC(=O)c2cc3c(C)nc4ccccc4c3o2)cc(OC)c1OC,-7%
CCOc1ccc(N2C(=O)c3cccnc3C2Nc2ccc(F)cc2)cc1 (stereo not given),8%
CCOC(=O)c1nc(C)n(-c2cc(Cl)cc(Cl)c2)n1,-17%
O=C(CSc1nnc(CNc2ccc(F)cc2)n1Cc1ccco1)NC1CC1,4%
COCCOC(=O)C1=C(C)NC(=O)NC1c1ccc(OCC(N)=O)cc1 (stereo not given),-2%
CCc1ccc(CN(C(=O)c2cc3ccccc3oc2=O)C2CCS(=O)(=O)C2)cc1 (stereo not given),3%
CCCNC(=O)N1CCC(C(=O)c2cccc(F)c2)CC1,-8%
O=C(COC(=O)c1ccco1)Nc1ccc2c(c1)OCO2,4%
COc1ccc(/C=N/NC(=S)NC2CCS(=O)(=O)C2)cc1OC (stereo not given),9%
CCC1(C)Cc2c(sc3nnn(CC(=O)Nc4ccc(C)cc4)c(=O)c23)CO1 (stereo not given),-2%
Cc1ccccc1C(=O)Nc1cccc(NC(=O)c2ccc([N+](=O)[O-])o2)c1,14%
COc1ccc(C(c2nnnn2Cc2ccccc2)N2CCN(C(=O)c3ccco3)CC2)cc1 (stereo not given),2%
CCCCOc1cccc(C(=O)N(Cc2cccs2)C2CCS(=O)(=O)C2)c1 (stereo not given),-10%
Cc1oc2ccc(OC(C)C(=O)O)cc2c1C(=O)O (stereo not given),-9%
COc1cc(NC(=O)CCC(=O)O)nc(OC)n1,-2%

# Five compounds out of the list, ordered by SMILES length, descending:
SMILES,mouse EphA4 binding
Cc1ccccc1C(=O)Nc1cccc(NC(=O)c2ccc([N+](=O)[O-])o2)c1,14%
CCC1(C)Cc2c(sc3nnn(CC(=O)Nc4ccc(C)cc4)c(=O)c23)CO1 (stereo not given),-2%
CCCCOc1cccc(C(=O)N(Cc2cccs2)C2CCS(=O)(=O)C2)c1 (stereo not given),-10%
CCCNC(=O)N1CCC(C(=O)c2cccc(F)c2)CC1,-8%
COc1cc(NC(=O)CCC(=O)O)nc(OC)n1,-2%

# More records
SMILES,mouse EphA4 binding
Cc1c(C)n(C(=O)CSc2ncn[nH]2)c2ccccc12,0%
CCOC(=O)Cn1c(S(=O)(=O)Cc2ccc(F)cc2)nc(-c2ccccc2)c1-c1ccccc1,5%
O=C(Cn1nnc(-c2ccccc2NC(=O)c2cccs2)n1)Nc1ccccc1,-18%
c1ccc2c(c1)CCN(CCCNc1nc3ccccc3n3cnnc13)C2,-25%
COC(=O)C1=C(O)/C(=C/c2ccccc2O)N=C1C,5%
C=CCn1c(SCc2cccc3ccccc23)nnc1-c1cccnc1,-7%
COc1ccc(OC)c(C2=NOC(C(=O)NCc3ccccn3)C2)c1 (stereo not given),-6%
O=c1c2[nH]c3ccccc3c2ncn1CCN1CCOCC1,2%
Fc1ccc(-c2nnc(CSc3nnc(-c4ccc5c(c4)OCO5)o3)o2)cc1,-10%
CCn1c(COc2ccccc2)nnc1SCC(=O)C(C)(C)C,11%
CCOc1ccccc1NC(=O)c1cc([N+](=O)[O-])ccc1N1CCN(Cc2ccccc2)CC1,-1%
Cc1ccc2c(c1)NC(=O)C(N1CCOCC1)(C(F)(F)F)O2 (stereo not given),7%
Cc1nn(-c2ccc(Cl)cc2)c2sc(C(=O)c3c(N)n(C)c(=O)n(C)c3=O)cc12,-13%
O=C(c1cc2nc(-c3ccc(F)cc3)cc(C(F)(F)F)n2n1)N1CCCC1,-12%
CCc1c(C)c(C#N)c2nc3ccccc3n2c1NCc1ccco1,-9%
O=C(Nc1nc(-c2cccs2)cs1)c1ccc(Cl)cc1Cl,7%
Cc1nn(-c2ccccc2)c2c1C(=O)N(Cc1ccccc1)C(=O)C(C)(C)C2,-3%
Cn1c(=O)c2c3c(sc2n2c(SCC(=O)c4ccccc4)nnc12)COC(C)(C)C3,-20%
CCOC(=O)N1CCN(C(=O)c2cc3cc(Br)ccc3oc2=O)CC1,-2%
Cc1ccc(S(=O)(=O)N2CCCC2C(=O)NC2CCCCC2)cc1 (stereo not given),0%
O=C(/C=C/c1ccccc1)NC(=S)Nc1ccc(O)c(-c2nc3ccccc3o2)c1,12%
CCOC(=O)C1=C(C)N=c2s/c(=C\c3cccs3)c(=O)n2C1c1ccc(OCC)cc1 (stereo not given),-1%
CCOC(=O)/C(C#N)=C\c1ccc(CC)s1,-5%
CCCCOC(=O)Nc1ccc(C(=O)OCCC)cc1,-19%

# Reprinted from the part before: 6 compounds, followed by the next part.
SMILES,mouse EphA4 binding
CCOC(=O)N1CCN(C(=O)c2cc3cc(Br)ccc3oc2=O)CC1,-2%
Cc1ccc(S(=O)(=O)N2CCCC2C(=O)NC2CCCCC2)cc1 (stereo not given),0%
O=C(/C=C/c1ccccc1)NC(=S)Nc1ccc(O)c(-c2nc3ccccc3o2)c1,12%
CCOC(=O)C1=C(C)N=c2s/c(=C\c3cccs3)c(=O)n2C1c1ccc(OCC)cc1 (stereo not given),-1%
CCOC(=O)/C(C#N)=C\c1ccc(CC)s1,-5%
CCCCOC(=O)Nc1ccc(C(=O)OCCC)cc1,-19%
CCOC(=O)CN1C(=O)Nc2ccc(Br)cc2C1c1ccccc1 (stereo not given),-13%
CC1(C)CC(NC(=O)c2cccc(I)c2)CC(C)(C)N1,0%
COc1ccccc1NC(=O)c1sc(-c2ccccc2)nc1C,12%
CCOc1ncccc1C(=O)Nc1ccc(-c2cn3ccsc3n2)cc1,-5%
O=C(CCCOc1ccccc1)n1nnc2ccccc21,-14%
CCNC(=O)Cn1c(=O)c2c(ncn2Cc2ccccc2)n(Cc2ccccc2)c1=O,-13%
O=C(N/N=C/c1cccc([N+](=O)[O-])c1)c1cc2c(ccc3ccccc32)o1,-8%
O=C(c1ccccc1)N1CCN(C(=O)N2CCOCC2)CC1,9%
COc1cc(CCC(=O)OCn2nnc3ccccc3c2=O)cc(OC)c1OC,10%
Cc1ccccc1N1C(=O)CC(N(O)c2ccccc2)C1=O (stereo not given),0%
COc1ccc(-c2noc(CSc3ccc(C)cc3)n2)cc1,0%
CCCCCCOc1ccc(OC(=O)c2cccnc2)cc1,-9%
O=C(CCc1ccccc1)Nc1ccc(NC(=O)c2ccco2)cc1,-6%
O=C(O)COc1ccc(NC(=O)c2ccco2)cc1,2%
N#CC(=C1CCCC1)c1nc(-c2cc3ccccc3oc2=O)cs1,-6%
O=C(c1nc2nc(-c3ccc(Cl)cc3)cc(C(F)(F)F)n2n1)N1CCOCC1,-5%
Cc1ccc(OCCCn2c(=O)sc3ccccc32)cc1,0%
COc1ccc(NC(=O)C2CCC(CNc3c(N4CCCCC4)c(=O)c3=O)CC2)cc1OC (stereo not given),9%
c1ccc(CN2CCN(c3ncccn3)CC2)nc1,1%
CSc1n[nH]c(-c2sccc2OCc2ccc(C)cc2)n1,-3%
Cc1ccc2oc(C(Cl)(Cl)Cl)cc(=O)c2c1,-15%&-1%
COc1cc(OC)cc(C(=O)Nc2c(C)cccc2C)c1,-3%
COC(=O)C(C)Oc1ccc2c(-c3cccc([N+](=O)[O-])c3)cc(=O)oc2c1 (stereo not given),2%
Clc1cccc(Nc2ncnc3ccc(Br)cc23)c1,-2%
CCCCNC(=O)C1CC(c2ccccc2[N+](=O)[O-])=NO1 (stereo not given),-9%
COc1cnc(N(C)C)nc1Sc1cccc(Cl)c1,-3%
O=C1NC(c2ccccc2)=C(c2ccc3ccccc3n2)C(c2ccncc2)N1 (stereo not given),-6%&-8%
COC(=O)CNS(=O)(=O)c1ccc(C)cc1,-5%
Cc1cccn2cc(-c3ccccc3)nc12,-16%
COC(=O)c1cc(C(=O)CSc2nc(C)cc(C)n2)ccc1O,-1%
Cc1c(CN2CCN(c3cccc(C(F)(F)F)c3)CC2)c(=O)n(-c2ccccc2)n1C,-10%
CCOCN(C(=O)Cn1c(CO)nc2ccccc21)c1c(C)cccc1CC,6%
